# Polio RdRp inh: poliovirus RNA polymerase inhibition | poliovirus polymerase elongation, fluorescence polarization; active compounds read low | % elongation, % (compound at 16.7 µg/mL) | P03300 | hit rate 0.66% among 150,000; in the data active = % elongation below about 90%; also: some results filed as inactive read as strong as hits
# Target sequence (P03300 1749-2209 limits assumed): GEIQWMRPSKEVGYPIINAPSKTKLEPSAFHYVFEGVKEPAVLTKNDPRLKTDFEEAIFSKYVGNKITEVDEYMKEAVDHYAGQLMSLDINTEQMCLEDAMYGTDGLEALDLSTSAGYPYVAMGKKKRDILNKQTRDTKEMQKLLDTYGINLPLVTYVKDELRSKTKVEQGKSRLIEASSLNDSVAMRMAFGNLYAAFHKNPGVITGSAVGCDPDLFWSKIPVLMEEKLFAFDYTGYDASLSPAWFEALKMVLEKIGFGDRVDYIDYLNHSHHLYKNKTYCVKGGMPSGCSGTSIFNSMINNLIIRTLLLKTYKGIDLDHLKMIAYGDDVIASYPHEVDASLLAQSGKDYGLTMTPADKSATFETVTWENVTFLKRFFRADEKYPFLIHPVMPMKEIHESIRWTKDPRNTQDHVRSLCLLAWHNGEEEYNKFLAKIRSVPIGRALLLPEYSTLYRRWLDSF
# Polio RdRp inh FP z-score: also measured in Polio RdRp inh; calls as there; z-score; measured here: FP z-score; hits read low
# * marks the source's active call; other numbers are inactive results; & = joins results of further samples. A portion of the library, so the mix of outcomes need not match the whole.
SMILES,Polio RdRp inh,Polio RdRp inh FP z-score
O=C(CN1C=NS(=O)(=O)c2ccccc21)NCCc1ccccc1,102.0,0.4
CS(=O)c1nc(-c2ccccc2)cc(C(F)(F)F)n1 (stereo not given),105.0,1.1
CCN(CC)Cc1cccc2cccnc12,103.0,0.5
CN(Cc1ccccc1)C(=O)C(=O)Nc1ccc2nc3n(c(=O)c2c1)CCCCC3,108.0,0.3
CCc1nn2c(=O)cc(COC(=O)c3ccc(NC(=O)c4cccs4)cc3)nc2s1,112.0,1.4
COc1ccc(NC(=O)CSC2=Nc3ccccc3C3=NC(Cc4ccccc4)C(=O)N23)cc1Cl (stereo not given),105.0,0
O=C(O)c1ccc(CSCc2ccccc2)o1,102.0,-0.2
Cc1cc(=O)oc2cc(OCc3cccc(F)c3)ccc12,102.0,0.2
c1ccc(Nc2nncs2)cc1,105.0,-0.1
Cc1ccc2c(c1)CCCN2C(=O)Cc1c(C)noc1C,109.0,0.9
Cc1cccc2c1-c1sc(C(=O)N3CCN(c4ccccc4)CC3)cc1CO2,106.0,0.4
N#Cc1ccccc1OCc1csc(-c2cccs2)n1,110.0,1.2
O=C(Nc1ccc(-c2nc3cc(Cl)ccc3o2)cc1)c1cc(Br)ccc1Cl,105.0,0.2
COc1ccc(CCNC(=O)c2cnc3sc(N4CCCCCC4)nn3c2=O)cc1,107.0,-1
COc1ccc(CC(=O)NCc2ccc3c(c2)CCN3C(=O)c2ccc(Cl)cc2)cc1,106.0,-0.2
Cc1ccccc1NC(=O)CCC(=O)N1CC(C)Sc2ccccc21 (stereo not given),110.0,0.6
Cc1cc(C(=O)Nc2cc(C)n(Cc3ccc(Cl)cc3)n2)on1,99.0,-0.2
O=C(C1CCCCN1S(=O)(=O)c1ccccc1)N1CCCCC1 (stereo not given),102.0,0.1
CCCCNC(=O)Cn1c(=O)n(C)c2ccccc21,103.0,0.2
CN1CCC(N(C)C(=O)c2nn(Cc3ccccc3)c(=O)c3ccccc23)CC1,106.0,0.6
COc1ccc(OC)c(C(=O)CN2C(=O)N(c3cc(C)cc(C)c3)S(=O)(=O)c3ccccc32)c1,107.0,-0.1
CCSc1nnc(Cn2c(=O)sc3ccccc32)n1C,101.0,0
CCn1cc(C(=O)NCC23CC4CC(CC(C4)C2)C3)c(=O)c2ccc(C)nc21,98.0,-0.6
OCC1=CC[N+]2(Cc3ccccc3)CCC(O)C12 (stereo not given),100.0,-0.5
COc1cc(NC(=O)CNCc2ccc(Cl)cc2)ccc1-n1cnnn1,102.0,0

# Reformatted with bars between the fields: 16 of the compounds above.
Structure | Polio RdRp inh | Polio RdRp inh FP z-score
Cc1ccc2c(c1)CCCN2C(=O)Cc1c(C)noc1C | 109.0 | 0.9
Cc1cccc2c1-c1sc(C(=O)N3CCN(c4ccccc4)CC3)cc1CO2 | 106.0 | 0.4
N#Cc1ccccc1OCc1csc(-c2cccs2)n1 | 110.0 | 1.2
O=C(Nc1ccc(-c2nc3cc(Cl)ccc3o2)cc1)c1cc(Br)ccc1Cl | 105.0 | 0.2
COc1ccc(CCNC(=O)c2cnc3sc(N4CCCCCC4)nn3c2=O)cc1 | 107.0 | -1
COc1ccc(CC(=O)NCc2ccc3c(c2)CCN3C(=O)c2ccc(Cl)cc2)cc1 | 106.0 | -0.2
Cc1ccccc1NC(=O)CCC(=O)N1CC(C)Sc2ccccc21 (stereo not given) | 110.0 | 0.6
Cc1cc(C(=O)Nc2cc(C)n(Cc3ccc(Cl)cc3)n2)on1 | 99.0 | -0.2
O=C(C1CCCCN1S(=O)(=O)c1ccccc1)N1CCCCC1 (stereo not given) | 102.0 | 0.1
CCCCNC(=O)Cn1c(=O)n(C)c2ccccc21 | 103.0 | 0.2
CN1CCC(N(C)C(=O)c2nn(Cc3ccccc3)c(=O)c3ccccc23)CC1 | 106.0 | 0.6
COc1ccc(OC)c(C(=O)CN2C(=O)N(c3cc(C)cc(C)c3)S(=O)(=O)c3ccccc32)c1 | 107.0 | -0.1
CCSc1nnc(Cn2c(=O)sc3ccccc32)n1C | 101.0 | 0
CCn1cc(C(=O)NCC23CC4CC(CC(C4)C2)C3)c(=O)c2ccc(C)nc21 | 98.0 | -0.6
OCC1=CC[N+]2(Cc3ccccc3)CCC(O)C12 (stereo not given) | 100.0 | -0.5
COc1cc(NC(=O)CNCc2ccc(Cl)cc2)ccc1-n1cnnn1 | 102.0 | 0

# Continuation.
SMILES,Polio RdRp inh,Polio RdRp inh FP z-score
O=C(O)CCC(=O)N1N=C(c2cccs2)CC1c1ccccc1O (stereo not given),104.0,0.7
CCn1c(Cc2nnc(SCC(=O)c3ccc(F)cc3)n2CC)nnc1SCC(=O)c1ccc(F)cc1,103.0,0.4
CC(C)(CC(=O)OCC(=O)Nc1ccc(F)c(Cl)c1)CC1=NS(=O)(=O)c2ccccc2N1,106.0,-0.3
COc1ccccc1CNC(=O)c1cc2sccc2n1Cc1ccc(Cl)cc1,106.0,0.6
Cc1cccc(CCNC(=O)C2CCN(S(=O)(=O)c3ccc(-n4cnnn4)cc3)CC2)c1,101.0,-0.8
Cc1cccc(-n2ncc3c(Nc4c(C)cc(C)cc4C)ncnc32)c1,102.0,-0.8
COc1ccccc1-c1nnc(SCC(=O)OC(C)C)n1-c1ccccc1,104.0,0.6
Cc1cc(=O)n2c(C(=O)Nc3ccc(C)c(C)c3)c(C(=O)Nc3ccccc3)sc2n1,107.0,0
CCOC(=O)c1sc2ncn(CC(=O)Nc3ccc(C)cc3C)c(=O)c2c1C,107.0,0.4
O=C(/C=C/c1ccc(S(=O)(=O)N2CCOCC2)cc1)Nc1nccs1,100.0,-0.5
O=C(O)CC1c2ccccc2Oc2ccccc21,100.0,-0.9
O=C(O)c1cccc(Oc2ncccn2)c1,102.0,0.2
COc1cc2c(cc1OC)CN(C(=S)NCCCN1CCOCC1)CC2,100.0,-0.5
COc1ccccc1-c1nc(SCC(=O)Nc2ccc(C)c(C)c2)n[nH]1,106.0,0.4
COc1ccc(NC(=O)c2ccc3c(=O)n4nc(Nc5cccc(Cl)c5C)sc4nc3c2)cc1,104.0,-0.8
O=C(Nc1ccc2c(c1)OCCCO2)c1cn(-c2ccccc2)nc1-c1cccs1,107.0,0.4
CCOC(=O)c1c(C)[nH]c(C)c1S(=O)(=O)N(C)CC(=O)Nc1ccc(CC)cc1,117.0,0.7
CCOC(=O)c1c(C)[nH]c(C)c1S(=O)(=O)N1CCCC(C(=O)NCc2ccc(Cl)cc2)C1 (stereo not given),106.0,0
O=C(NCc1ccccc1)N1CCC(CN2CCCCC2)CC1,102.0,-0.2
CSc1nsc(SCC#N)n1,94.0,-2.4
CCOc1ccc(NC(=O)CC2C(=O)N(c3cccc(C)c3)C(=O)N2CCC2=CCCCC2)cc1 (stereo not given),108.0,0.5
CC(=O)c1ccc(NS(=O)(=O)c2ccc3[nH]c(=O)[nH]c3c2)cc1,105.0,-0.5
O=C(c1ccc(CS(=O)(=O)c2ccc(Br)cc2)o1)N1CCC2(CC1)OCCO2,99.0,-1.1
CCN(CC)C(=S)SC1CC(=O)N(c2ccc(S(=O)(=O)NC(C)=O)cc2)C1=O (stereo not given),104.0,0.2
FC(F)(F)c1ccc2c(c1)ncc1c(-c3ccccc3)nn(-c3ccccc3)c12,106.0,-0.9
# (continued)
SMILES,Polio RdRp inh,Polio RdRp inh FP z-score
N#CNC(=Nc1cccc(Cl)c1)Oc1ccccc1,104.0,0.3
CC(=O)N1C(=S)NC(=O)C1c1ccccc1 (stereo not given),99.0,-0.8
CCc1ccc(N(C(C)=O)c2nc(CSc3nnc4n3CCCCC4)cs2)cc1,101.0,-0.3
O=C(O)CSCC(=O)Nc1ccccn1,103.0,0.6
CCOC(=O)NC1c2ccccc2Sc2ccc(Cl)cc21 (stereo not given),109.0,0.6
S=c1c(Cl)c(Cl)cnn1Cc1ccccc1,67.0*,-2.9*
COc1cc(NC(=O)CSC2=Nc3ccccc3N=C(c3ccc(F)cc3)C2)cc(OC)c1,113.0,1.4
Cn1ccc2c(OCC(=O)Nc3ccc([N+](=O)[O-])cc3)cccc2c1=O,114.0,1.9
Cc1ccc2nc(-c3cccnc3)c(Nc3ccc(C(C)C)cc3)n2c1,110.0,0.4
CCc1nnc2c3ccccc3nc(Nc3ccccc3OC)n12,106.0,0.4
O=C(/C=C/c1ccccc1)NC(=O)c1ccccc1O,103.0,0.2
O=c1/c(=C\c2cccs2)sc2nc3ccccc3n12,102.0,0.2
O=C(c1ccc2c(c1)N(Cc1ccccc1)C(=O)c1ccccc1S2(=O)=O)N1CCC(Cc2ccccc2)CC1,108.0,1
Cn1c(C(C#N)C(=O)Cc2cccc3ccccc23)nc2ccccc21 (stereo not given),100.0,-0.3
C=CCNc1oc(-c2ccccc2)nc1C#N,99.0,-0.2
CC(c1ccccc1)n1c(CCCNC=O)nc2ccccc21 (stereo not given),101.0,-0.5
Cc1ccc(NC(=O)c2oc3c(c2C)-c2[nH]ncc2CC3)c(Cl)c1,106.0,-0.4
CCOC(=O)c1c(NC(=O)Cn2nnc3ccccc32)sc2c1CCC(C)C2 (stereo not given),99.0,-0.8
Cc1ccc(NC(=O)CSc2n[nH]c(=O)n2CC2CCCO2)cc1C (stereo not given),101.0,0
COc1ccc(CN2C(=O)Cc3c2nc(N)c2c(N)nc(N4CCOCC4)c(C#N)c32)cc1,111.0,0.9
COC(=O)c1cccc(NC(=O)COC(=O)c2ccco2)c1,102.0,0.4
CCOc1cc(Cn2c(-c3ccc(O)c(OCC)c3)nc3ccccc32)ccc1O,112.0,1.1
CC(C)n1c(SCC(=O)Nc2ccccc2Cl)nc2cc(Cl)ccc21,105.0,0.4
Cc1ccsc1C(=O)Oc1cccc(F)c1,102.0,0
O=C(O)C1CSC2c3ccccc3C(=O)N12 (stereo not given),101.0,0.1
# (continued)
SMILES,Polio RdRp inh,Polio RdRp inh FP z-score
N#Cc1c(N)n(-c2ccccc2)c2nc3ccccc3nc12,100.0,-0.6
O=C(COC(=O)c1cnccn1)c1ccc2c(c1)CCCC2,105.0,0.2
CCCCN(Cc1cccs1)S(=O)(=O)c1cc(-c2cc(C)no2)ccc1C,103.0,-0.9
C=CCNC(=S)N1CCc2sccc2C1c1ccc(OC)cc1 (stereo not given),103.0,0
O=C(NCCNC1CCCCC1)c1cccs1,106.0,0.3
O=C(NC1CCCC1)C(c1ccccc1)N(Cc1ccccc1F)C(=O)c1ccco1 (stereo not given),102.0,0.1
COc1ccc(OCC(=O)Nc2ccc(N3CCN(S(C)(=O)=O)CC3)cc2)cc1,105.0,0.6
CN(C)c1ccc(CNCCC2(c3ccccc3)CCOC(C)(C)C2)cc1 (stereo not given),104.0,0.1
CC(OC(=O)Cc1coc2cc3c(cc12)CCC3)C(=O)NCc1ccc2c(c1)OCO2 (stereo not given),96.0,-0.6
CCOC(=O)C1=C(CN2CCN(c3ccc(OC)cc3)CC2)NC(=O)NC1c1ccc(Cl)cc1 (stereo not given),106.0,-0.4
CSC1=NC2(CC(c3cccs3)c3ccc(O)c(O)c3O2)CC(C)(C)N1 (stereo not given),106.0,0.2
CCOC(=O)c1c(C)[nH]c(C)c1C(=O)CSC1=Nc2ccccc2C2CC=NN12 (stereo not given),104.0,0.2
COc1ccc(Cn2ccc3nc(C)c(C(=O)Nc4cccc(SC)c4)cc3c2=O)cc1,105.0,-0.2
CC(=O)Oc1ccccc1C(=O)N1C(C)CCCC1C (stereo not given),102.0,-0.1
CCOC(=O)C1CCN(c2nc3ccccc3nc2Cl)CC1,111.0,1.3
CC(=O)N1N=C(c2ccco2)CC1c1cc2cccc(C)c2nc1Cl (stereo not given),102.0,-0.2
CCc1nn(CC(=O)NCCN(CC)CC)c(=O)c2cc3occc3n12,108.0,0.3
CCN(CC)CCNc1nc2c(c(=O)n(C)c(=O)n2C)n1C(C)c1ccccc1 (stereo not given),103.0,0.4
COc1cc2ncc3c(-c4ccccc4)nn(CC(=O)NC4CCCCC4)c3c2cc1OC,97.0,-2.1
COc1ccc(-c2cn3nc(N4CCCC(C(=O)Nc5ccccc5F)C4)sc3n2)cc1 (stereo not given),114.0,1.5
NC(=O)Cn1c2[n+](c3ccccc31)CC(O)CS2 (stereo not given),101.0,-0.4
Cn1c(=O)oc2cc(S(=O)(=O)NCCC(=O)Nc3cccc(F)c3)ccc21,102.0,0.3
CCc1cccc(NC(=O)NC(=O)Cn2nnc(C(=O)OC)c2C(=O)OC)c1,103.0,0.8
CC(C)(C)S(=O)(=O)c1ccc(S(=O)(=O)C(C)(C)C)s1,100.0,-0.1
Cc1ccc(NC(=O)c2ccc(CN3C(=O)CCn4nc(C)cc43)cc2)c(Cl)c1,100.0,-1.7
# (list continues)
SMILES,Polio RdRp inh,Polio RdRp inh FP z-score
COc1ccc(SCC(=O)N(C2CCCCC2)C2CCS(=O)(=O)C2)cc1 (stereo not given),104.0,0.3
CC1=NN(C(=O)Cc2ccccc2)C(O)(c2ccccc2)C1 (stereo not given),108.0,0.6
CC(C)CNC(=O)N1[C@H](c2cccs2)[C@@H](C)C(=O)[C@@H](C)[C@@H]1c1cccs1,109.0,0.4
CCN1CCOC(CC(=O)Nc2cccc(OC)c2)C1=O (stereo not given),104.0,0.5
COc1cc(C(=O)c2cc(Cl)ccc2N)cc(OC)c1OC,99.0,-0.2
CCOC(=O)N1CCC(NC(=O)c2cnn(-c3ccc(C)cc3)c2C2CCN(C(=O)OC(C)(C)C)CC2)CC1,107.0,0.2
Cc1nc2ccccn2c(=O)c1NC(=O)c1c(F)cccc1F,106.0,-0.4
CCOC(=O)N1CCC(c2nc3ccccc3[nH]2)CC1,100.0,-0.9
Cc1ccccc1-n1c(=O)c(C#N)cc2c(=O)n3ccccc3nc21,101.0,-0.5
CN1C(C)(C)CCCC1(C)C,101.0&99.0,0.2&-0.1
N#C/C(=C\C1CC2C=CC1C2)c1nc2ccccc2[nH]1 (stereo not given),101.0,-0.1
COc1ccc(-n2c(=O)c3sc4ccccc4c3n(CC(=O)N3CCCC3)c2=O)cc1,114.0,3
COc1cc2c(cc1OC)CN(C(=O)c1ccc(Cl)nc1)CC2,101.0,-0.2
Cc1ccccc1-n1c(SCc2ccc(Cl)cc2)nc2[nH]ncc2c1=O,108.0,0.1
Cc1csc2nc(COc3ccccc3NC(=O)c3ccco3)cc(=O)n12,114.0,1.5
COc1cc2c(cc1NC(=O)COC(=O)C1CC(=O)N(Cc3ccco3)C1)oc1ccccc12 (stereo not given),105.0,0.2
O=C(NCCCn1ccnc1)c1ccccc1NS(=O)(=O)c1ccc(Cl)cc1,105.0,0
CCc1ccccc1NC(=O)Cn1cc2c(n1)CCC(C)C2 (stereo not given),104.0,-0.5
